High-throughput results as filed in PubChem.
12-LOX inh = Primary qHTS assay for inhibitors of human arachidonate 12S-lipoxygenase (ALOX12): Round 2 | purified 12hLO, xylenol orange hydroperoxide absorbance | Potency, µM (top dose mostly 108 µM), for inactives: top-dose activity change, negative = inhibition, actives largely listed as inhibitors | 580,000 compounds, 1.1% hits; active = well fitted inhibition curve with a large enough effect; inconclusive = small, poorly fitted or top-dose-only effect, or another doubt; inactive = no such curve, though single readings can be large or run the other way
Target sequence (P18054 whole entry, looked up): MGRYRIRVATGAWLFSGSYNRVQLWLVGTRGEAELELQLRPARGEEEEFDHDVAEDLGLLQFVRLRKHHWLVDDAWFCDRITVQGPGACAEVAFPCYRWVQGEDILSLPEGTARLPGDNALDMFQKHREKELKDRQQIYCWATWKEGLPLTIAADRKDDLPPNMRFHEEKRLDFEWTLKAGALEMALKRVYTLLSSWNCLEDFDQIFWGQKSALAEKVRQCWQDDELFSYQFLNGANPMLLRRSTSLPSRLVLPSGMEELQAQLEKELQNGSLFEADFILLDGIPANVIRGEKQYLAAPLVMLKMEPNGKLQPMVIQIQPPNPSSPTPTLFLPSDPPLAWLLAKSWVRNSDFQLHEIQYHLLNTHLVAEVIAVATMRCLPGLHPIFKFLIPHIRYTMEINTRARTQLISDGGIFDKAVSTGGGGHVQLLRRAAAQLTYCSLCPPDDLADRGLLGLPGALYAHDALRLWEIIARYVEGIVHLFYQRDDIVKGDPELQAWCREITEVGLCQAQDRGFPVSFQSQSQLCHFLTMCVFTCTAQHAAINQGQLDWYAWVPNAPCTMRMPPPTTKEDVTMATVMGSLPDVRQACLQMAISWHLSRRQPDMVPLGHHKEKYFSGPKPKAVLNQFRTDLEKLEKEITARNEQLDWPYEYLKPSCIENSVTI
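Purified human 12hLO at 150 nM in 25 mM Hepes, 0.01% Triton X-100, pH 7.0, preincubated 15 min at room temperature with compound. Reaction started with 40 uM arachidonic acid, 30 min at room temperature. Hydroperoxide measured by Fe-xylenol orange, 573/405 nm absorbance ratio.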
Active calls of the source: *; ? = inconclusive; [ ] = dose if it differs, or a comment. % is set by controls: 0 for no effect and ±100 for the full control effect; potency is the fitted concentration of half-maximal effect. Only part of the results is shown; rates above refer to the full screens.

SMILES	12-LOX inh
CCc1cc(=O)n(CC(=O)N(C)c2cccc(C)c2)c(-c2ccccc2)n1	37.0%[activator]
O=C(c1ccncc1)N1CCC(Cc2nc(C3CCOCC3)no2)CC1	-2.6%
CNCC(=O)N1CCC(n2nccc2NC(=O)Nc2ccccc2OC)CC1	-0.3%
COc1ccc(CCNC(=O)c2ccc3c(c2)N(C)C2CCCN2C3=O)cc1OC (configuration not stated)	25.1%
CC(Sc1ncnc2nc[nH]c12)C(=O)NCc1ccc(Cl)cc1Cl (configuration not stated)	0.0%
CN(CC(=O)N(C1CCCCC1)C1CCS(=O)(=O)C1)c1ccc2ccccc2c1 (configuration not stated)	-5.5%
COCCc1noc([C@@H]2CN(Cc3cccc(Cl)c3)C[C@H]2CO)n1	48.7%[activator]
Cc1ccc(C(=O)c2sc(Nc3cccc(Cl)c3)nc2N)cc1	?
COC1CN(c2ccc(C)cc2)C12CCN(C(=O)CCc1nc3ccccc3s1)CC2 (configuration not stated)	?
COc1ccc(-n2c(C(C)NC(=O)OCc3ccccc3)nc3cccnc32)cc1 (configuration not stated)	59.5%[activator]
CCCC(=O)Nc1cccc(C(=O)NCCN2N=C(c3ccccc3)CCC2=O)c1	11.2%
N#CCC(=O)NN	-7.0%[22.9 µM]
Cc1ccc(C(=O)N2CCN(c3cc(-c4cccs4)[nH]n3)CC2)c(C)c1	-15.0%
Cc1[nH]c(-c2ccccc2)nc1C(=O)N1CCn2nc(CCC(=O)O)cc2C1	-7.9%
CN1CCC(NC[C@H]2O[C@H](Cc3cc(-c4cccc(O)c4)on3)CC[C@@H]2O)CC1	12.0%[176 µM]
O=S(=O)(NCCO)c1ccc2ccccc2c1	4.2%
N#Cc1ccc(C(=O)N2CCc3n[nH]c(=O)n3CC2)cc1	14.4%
CCOc1ccc(/C=C/C(=O)Nc2cccc3cccnc23)cc1OC	-19.0%
COc1ccc(NC(=O)CCC2CCCN(S(=O)(=O)c3ccccc3)C2)cc1F (configuration not stated)	8.9%
O=C1c2c(nc(COc3ccccc3)n2Cc2ccccc2)NCCN1Cc1ccccc1F	6.0%
Cc1nc(C)c(C(=O)NCCc2ncc(C)n2C2CCC2)s1	35.1%[activator]
Cc1ccc(Cn2c(C3CCN(C(=O)c4cccc(Cl)c4)CC3)n[nH]c2=O)cc1	?
CCN(C(=O)c1ccc(F)cc1I)C1CC1	-6.3%
O=C(C1CN(c2ccc(F)cc2)C(=O)N1)N1CCN(Cc2ccccc2)CC1 (configuration not stated)	4.7%
O=C1CCN(C(=O)C2CCN(C(=O)CCCc3ccccc3)CC2)CCCCCCN1	19.0%
CCCc1nnc(C[C@@H]2C[C@@H](C(C)C)[C@H](CN3CCC[C@H]3CO)C=C2C)o1	156.8%[activator][176 µM]
COCCNC(=O)CCC[C@@H]1[C@H]2CCCN3CCC[C@@H](CN1C(=O)c1ccccc1)[C@@H]23	7.8%
COc1ccccc1CN(C)Cc1ccc(F)cc1	-3.2%[176 µM]
O=C(CCc1ncc(-c2ccccc2)o1)NC1CCS(=O)(=O)C1 (configuration not stated)	33.3%[activator]
CCN1C(=O)C2(CCN(S(=O)(=O)c3ccc(C)c(F)c3)CC2)c2ccccc21	?
CCOC(=O)c1cnc2c(Cl)c(Cl)ccc2c1NCCOC(=O)c1cccnc1	?
CCCCCCc1ccc(C(=O)Cn2cnc3c2c(=O)n(C)c(=O)n3C)cc1	?
COc1ccc(-c2nc(C3CC(=O)N(Cc4ccccc4OC)C3)no2)c(C)c1 (configuration not stated)	8.5%
CNC(=O)C(C)(C)N1CCC[C@H]1C(=O)NCCc1ccccn1	111.5%[activator][176 µM]
O=C(CCc1c[nH]c2ccccc12)Nc1nnc(C2CCCCC2)s1	-29.4%
COC(=O)c1cn([C@@H]2C[C@@H](C(=O)Nc3cccc(SC)c3)N(C3CCCC3)C2)nn1	3.9%

Part of the list above, with bars between the fields:
SMILES | 12-LOX inh
CCCCCCc1ccc(C(=O)Cn2cnc3c2c(=O)n(C)c(=O)n3C)cc1 | ?
COc1ccc(-c2nc(C3CC(=O)N(Cc4ccccc4OC)C3)no2)c(C)c1 (configuration not stated) | 8.5%
CNC(=O)C(C)(C)N1CCC[C@H]1C(=O)NCCc1ccccn1 | 111.5%[activator][176 µM]
O=C(CCc1c[nH]c2ccccc12)Nc1nnc(C2CCCCC2)s1 | -29.4%

The results go on.
SMILES	12-LOX inh
Cc1cc(NS(C)(=O)=O)cc2sc(NC(=O)c3ccccc3)nc12	?
CCCCc1nc(SCC(=O)Nc2ccc(OC)cc2)c2c3c(sc2n1)COC(C)(C)C3	?
CCn1nccc1C(=O)N1CCC(N2C(=O)[C@H](OCCOC)[C@@H]2c2ccncc2)CC1	35.5%[activator]
COC(=O)C1=CN(CC(=O)Nc2ccccc2OC)S(=O)(=O)N=C1C	0.9%
O=C(Nc1ccc(-c2nnc3n2CCCC3)cc1)c1cccc(Cl)c1	11.6%
O=C(NCCN1CCC(n2c(=O)[nH]c3ccccc32)CC1)c1cccc(Cl)c1	?
CCCn1cnc2c1CN(S(=O)(=O)c1cccc3cccnc13)[C@H](C(=O)OC)C2	8.8%[176 µM]
CN(Cc1cccc(C(F)(F)F)c1)C(=O)c1ccccc1Cl	22.9%[176 µM]
CCc1ccc2c(c1)-c1ccccc1S(=O)(=O)N2CC(=O)N(CC)CC	-16.2%
CN(CC(C#N)CCC#N)C1CCCCCC1 (configuration not stated)	?
CS(=O)(=O)Nc1cc(-c2noc([C@@H]3CCCN3Cc3ccccc3F)n2)ccn1	?
CC(C(=O)NC(N)=O)N1CCN(c2ccccc2F)CC1 (configuration not stated)	-0.4%
Cc1ccc(CN2CC3(C2)NC(=O)c2ccccc2O3)cc1	49.2%[activator][176 µM]
CCCCOCCCNC(=O)C[C@@H]1C[C@@]2(C(=O)OCC)CCC=C2N(Cc2ccc3c(c2)OCO3)C1=O	?
CC(C)NC(=S)N/N=C1\CCc2ccccc21	?
CN1CCC2(CCC1=O)CN(C(=O)Cn1ncnn1)CCN2C (configuration not stated)	?
O=c1[nH]c(N2CCOCC2)nc2c1CCN(Cc1cccc(Cl)c1)CC2	38.9%[activator]
Cc1nn(C)c2nc(NCCCOC3CCCC3)sc12	1.2%
Cc1cnc(Nc2ccc(OCCN3CCCC3)cc2)nc1Nc1cccc(S(=O)(=O)NC(C)(C)C)c1	?
COC(=O)CNC(=O)c1ccc2ccccc2c1	?
COC1CCC12CCN(C(=O)C1CCCC1)CC2 (configuration not stated)	22.2%
Cc1cnc(CNc2nc(-c3cccnc3)nc3ccccc23)cn1	-15.3%
Fc1ccccc1-c1ccc(CNCc2ccccc2)o1	?
Cc1ccc(C(=O)N2CCC(Cc3nc(-c4ccccc4)no3)CC2)s1	40.2%
O=[N+]([O-])c1cccc(/C=N/N=C(c2ccccc2)c2ccccc2)c1	3.7%
Cc1ccc(C)c(NC(=O)Cn2c(C)cc3nc4n(c(=O)c32)CCCC4)c1	17.6%
COc1cccc(-c2nccn2C2COC3(CCCC3)C2)c1OC (configuration not stated)	60.8%[activator]
C=CC(C)(CCC=C(C)C)OC=O (configuration not stated)	88.1%[activator][176 µM]
CN(CC(=O)Nc1ccc(Cl)cc1)Cc1cc(Cl)cc2c1OCOC2	?
CCOCCOc1cccc(C(=O)N2CCC3(CCOCC3)CC2)c1	40.3%[activator]
COc1ccc(NC(=O)C2=CC(c3ccccc3OC)=NS(=O)(=O)N2C)cc1OC	-11.9%
O=S1(=O)c2ccc(N3CCN(Cc4ccccc4F)CC3)cc2Oc2ccccc2CN1Cc1cn(Cc2ccc(C(F)(F)F)cc2)nn1	25.9%
COc1ccc(NC(=O)C2CN(S(=O)(=O)C3CC3)CC23CCCCC3)cc1F (configuration not stated)	17.9%
Cc1oc2cc(OCC(=O)NCC(=O)O)ccc2c(=O)c1-c1ccc(Cl)cc1	8.6%
Cc1cccc(C)c1NC(=O)C(CCc1ccccc1)N1CCC(c2ccccc2)CC1 (configuration not stated)	-45.5%
CCCCOc1cccc(C(=O)Nc2ccc3oc(-c4ccncc4)nc3c2)c1	-22.8%
Cc1oc2cc(OCC(=O)NCc3cccs3)ccc2c(=O)c1Oc1ccc(F)cc1	20.6%
COc1ccccc1CCC(=O)N1CCOc2c(cc(-c3cnc4ccccc4c3)cc2OC)C1	15.0%
Cn1cc(CCC(=O)N[C@@H]2CCOC[C@H]2Oc2ccc(C(=O)O)cc2)cn1	3.1%
COc1ncc(CN2CCc3c(n(CCOc4ccccc4)n(-c4ccccc4)c3=O)C2)cn1	?
COc1ccc(N2CC(C(=O)NCc3ccc(F)cc3)NC2=O)cc1 (configuration not stated)	51.9%[activator]
COCCN1C(=O)CSCC1(C)C(=O)NC(C)C (configuration not stated)	9.9%
Cc1ccc(C(=O)Nc2cccc3cnccc23)cc1S(=O)(=O)N1CCCCCC1	3.8%
O=C(c1ccc[nH]c1=O)N1C[C@@H](COCC2CC2)[C@H](c2ccccn2)C1	39.7%
O=C1CCn2nnc(CNc3cccc(C(F)(F)F)c3)c2CN1Cc1ccccc1	-7.1%[176 µM]
O=C1CCCN1CCCN1C(=O)[C@H]2CN(Cc3cccs3)C[C@H]2C1=O	82.6%[activator]
O=C1[C@H]2CN(Cc3c[nH]c4ccccc34)C[C@H]2C(=O)N1CCc1ccccc1	-0.8%
COc1ccc(-c2csc(NC(=O)CN3CCN(c4cccc(C(F)(F)F)c4)CC3)n2)cc1	13.8%

In a second layout: four of the compounds above.
| Structure | 12-LOX inh |
| --- | --- |
| O=C1CCn2nnc(CNc3cccc(C(F)(F)F)c3)c2CN1Cc1ccccc1 | -7.1%[176 µM] |
| O=C1CCCN1CCCN1C(=O)[C@H]2CN(Cc3cccs3)C[C@H]2C1=O | 82.6%[activator] |
| O=C1[C@H]2CN(Cc3c[nH]c4ccccc34)C[C@H]2C(=O)N1CCc1ccccc1 | -0.8% |
| COc1ccc(-c2csc(NC(=O)CN3CCN(c4cccc(C(F)(F)F)c4)CC3)n2)cc1 | 13.8% |

Other compounds.
SMILES	12-LOX inh
CCc1cccc(C)c1NC(=O)C(CC)CC	3.4%
O=C(NCCc1cccnc1)c1ccc(F)cc1	-11.7%
O=C(OCc1ccc(F)cc1)C(c1ccccc1)N1CCC(O)CC1 (configuration not stated)	-5.3%
Clc1ccccc1CSc1nnc2c3ccccc3n(CCc3ccccc3)c2n1	-2.9%
CCNc1ncc2nc(-c3cc(F)cc(F)c3)c(=O)n(CCOC)c2n1	19.3%
CC(C)C[C@@H]1COc2cc(F)ccc2S(=O)(=O)N1	-14.7%
CCn1c(=O)c2sccc2n(CC(=O)NCc2ccc(F)cc2Cl)c1=O	1.6%
COc1cc(-c2cnc3ccccc3c2)cc2c1OCCN(C(=O)Cn1nccc1C)C2	6.1%
COc1ccc(C(CNC(=O)c2cccc3c(=O)c(C)c(-c4ccccc4)oc23)N(C)C)cc1 (configuration not stated)	-6.5%
O=C(Nc1ccc(Cl)nc1)c1cnn2ncccc12	12.5%[176 µM]
O=C(NCc1nnc2ccc(-c3ccc(Cl)cc3)nn12)c1cccc(Cl)c1	-10.1%
O=C(O)CSCc1ccsc1	?

Ordered by SMILES length (smallest number first): part of the list above.
SMILES	12-LOX inh
CC(C(=O)NC(N)=O)N1CCN(c2ccccc2F)CC1 (configuration not stated)	-0.4%
CCCCOc1cccc(C(=O)Nc2ccc3oc(-c4ccncc4)nc3c2)c1	-22.8%
COc1ccc(NC(=O)C2CN(S(=O)(=O)C3CC3)CC23CCCCC3)cc1F (configuration not stated)	17.9%

(next part)
SMILES	12-LOX inh
CCOC(=O)N1CCN(C(C(=O)O)c2ccc(OC)nc2OC)CC1 (configuration not stated)	12.7%
Cn1cccc1/C=C(\C#N)c1ccc(Cl)cc1	?
CN(C)C(=O)C1CN(C(=O)C2CCCCC2)CC12CCOCC2 (configuration not stated)	41.6%[activator]
COc1ccc(OC)c(CNC(=O)N2CCc3sccc3C2)c1	65.0%[activator]
CC1(c2noc(-c3cccnc3)n2)CCN(C(=O)CCC(=O)N2CC(=O)Nc3ccccc32)CC1	10.0%
O=C(c1ccccc1F)N1CCN(C(=O)N2CC3CC(C2)[C@H]2CCCC(=O)N2C3)CC1 (some centres not stated)	23.6%
CC(C)CC(=O)N1CCC(Oc2ccccc2-c2nc(C3CCOCC3)no2)C1 (configuration not stated)	-4.9%
COc1ccccc1C1=NS(=O)(=O)N(C)C(C(=O)N2CCCCC2C)=C1 (configuration not stated)	-1.2%
CCCCc1nc(NCC2CCCO2)c(C#N)c2c1CCCC2 (configuration not stated)	-18.6%
CN(C)c1ccc(NC(=O)c2ccc3c(c2)N(C)C2CCCCN2C3=O)cc1 (configuration not stated)	?
COC(=O)[C@@]12C[C@@H](CC(=O)N3CCN(C(=O)c4ccco4)CC3)C(=O)N(Cc3ccco3)C1=CCC(C)(C)C2	9.3%
CC(C)CC(NC(=O)C1CCC(C(C)C)CC1)C(=O)O (configuration not stated)	-37.4%
Cc1ccc(C)c(N2CCN(C(=O)CCc3conc3-c3ccccc3)CC2)c1	0.2%
C[C@@H]1COc2cc(N3CCN(Cc4ccccc4F)CC3)ccc2S(=O)(=O)N1	-4.0%
O=C(O)c1c(Cl)ccc(Cl)c1Cl	?
O=C(C1CCN(C(=O)N2CC3CC(C2)[C@H]2CCCC(=O)N2C3)CC1)N1CCN(c2ncccn2)CC1 (some centres not stated)	58.2%[activator]
COc1ccc(CN2CCC3(CC2)CC(O)CCO3)cc1 (configuration not stated)	1.0%
O=C(c1cccc(-n2cnnc2)c1)N(Cc1ccsc1)CC1CCCO1 (configuration not stated)	25.8%
N#Cc1cccc(NC(=O)O[C@@H]2CO[C@H]3[C@@H]2OC[C@@H]3Nc2nccc(-c3ccc4c(c3)OCO4)n2)c1	3.9%
N#Cc1cccc(NC(=O)N2Cc3[nH]cnc3C[C@H]2c2nc(-c3cccc([N+](=O)[O-])c3)no2)c1	40.7%[activator]
CS(=O)(=O)Nc1ccc(OCC(=O)N2CCN(c3ccc(F)cc3)CC2)nc1	27.4%
O=C(CCc1ncc(-c2ccccc2Cl)o1)NCc1ccccc1Cl	4.0%
Cc1noc([C@@H]2CC(F)(F)CN2S(=O)(=O)c2cccc(F)c2)n1	18.0%
